OPRM1-OPRD1 inv = inverse agonists of human mu-delta opioid receptor heterodimerization | cell-based MOR-DOR heterodimer luminescence, inverse agonism | P35372+P41143 | hit rate 0.21% among 340,000 | inhibition, % at 9.3 µM; in the data active = inhibition above about 22%, passing the limit was not always enough;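 also: 0% = cells with DMSO and 100% = wells without cells with DMSO; values of inactives mirror those of a sister screen read the other way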
C-LANA FP = blocks KSHV LANA C-terminal domain binding to DNA; hit rate 0.078% among 340,000; MBP-C-LANA/FAM-LBS DNA binding, fluorescence polarization; inhibition, % at 9 µM; AID 504423;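 active = highest replicate inhibition at or above 60% at 9 µM, even if other replicates fall short; inactive = all replicates below 60% inhibition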;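 also: 0% = neutral control wells and 100% = 4 µM acridine orange control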
RTF Ca sens inh = cardiac RTF calcium desensitization; P19429+P45379; IANBD-labeled cardiac RTF, Ca2+ fluorescence; inhibition, % at 7.15 µM; hit rate 0.12% among 340,000;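 active = inhibition above the mean inhibition of all tested compounds plus 3 SD, cut at about 17% in these data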;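 also: assay run at fixed EC70 calcium of 1.6 mM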
V-ATPase pH = yeast V-ATPase proton transport regulation by pHLuorin. hit rate 0.37% among 350,000. S. cerevisiae, pHLuorin cytosolic pH fluorescence. response, % at 10 µM; in the data active = response mostly above about 7.3%, no sharp cut-off; inactive = mostly below about 5.4%; also: actives read high; inactives centre near 0; some compounds called inactive have numbers as strong as hits; reference of the scale not given here
Pemphigus Ab inh = human desmoglein-3 autoantibody binding inhibition; hit rate 0.48% among 310,000; AID 588358; DSG3-coupled beads, scFv-anti-DSG3-GFP binding, flow cytometry; stronger effect = lower value; P32926; binding (percent of control), % at 10 µM;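 active = binding more than 3 SD below its plate's average and above zero; inconclusive = below that plate limit but binding exactly zero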;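 also: hits lower antibody fragment binding to DSG3; some compounds called inactive have numbers as strong as hits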
Arrestin-AP2 inh = human beta-arrestin and AP2 interaction inhibition; AID 504490; inhibition, % at 10 µM; FITC-arrestin peptide / GST-AP2 beads, flow cytometry; AP2 beta2 appendage carries R879A mutation; hit rate 0.31% among 340,000;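 active = inhibition above a set limit, near 3 SD of compounds lacking own fluorescence, cut at about 54% in these data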;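 also: plate controls were DMSO wells for no effect and 5 µM unlabelled arrestin peptide for full effect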
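Material – GST-tagged AP2 beta2-adaptin appendage (R879A) on 4 µm glutathione beads · Probe or stimulus – fluorescein-tagged arrestin peptide at 50 nM final · Timing – 12 min plus 1 h, RT · Detection – bead flow cytometry, FITC channel · Read-out basis – inhibition as reduced fluorescein signal on beads, percent · Medium – PBS plus Tween 20 (0.05%) and BSA (0.1%)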
Keap1-Nrf2 PPI = inhibitors of human Keap1-Nrf2 protein-protein interaction. Q14145. Keap1 Kelch-Nrf2 peptide fluorescence polarization, 1536-well. inhibition, % at 9.4 µM. hit rate 0.15% among 340,000. AID 504523; in the data active = inhibition above about 12%; inconclusive = no clear call, values can overlap the other calls; inactive = below about 7.3%;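 also: human Keap1 Kelch domain with fluorescein labeled Nrf2 9mer peptide probe; 0% = neutral control wells and 100% = peptide positive control; higher means more block of Keap1 binding to Nrf2 peptide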
Target sequence (Q14145 whole entry, looked up, the tested form may be a part): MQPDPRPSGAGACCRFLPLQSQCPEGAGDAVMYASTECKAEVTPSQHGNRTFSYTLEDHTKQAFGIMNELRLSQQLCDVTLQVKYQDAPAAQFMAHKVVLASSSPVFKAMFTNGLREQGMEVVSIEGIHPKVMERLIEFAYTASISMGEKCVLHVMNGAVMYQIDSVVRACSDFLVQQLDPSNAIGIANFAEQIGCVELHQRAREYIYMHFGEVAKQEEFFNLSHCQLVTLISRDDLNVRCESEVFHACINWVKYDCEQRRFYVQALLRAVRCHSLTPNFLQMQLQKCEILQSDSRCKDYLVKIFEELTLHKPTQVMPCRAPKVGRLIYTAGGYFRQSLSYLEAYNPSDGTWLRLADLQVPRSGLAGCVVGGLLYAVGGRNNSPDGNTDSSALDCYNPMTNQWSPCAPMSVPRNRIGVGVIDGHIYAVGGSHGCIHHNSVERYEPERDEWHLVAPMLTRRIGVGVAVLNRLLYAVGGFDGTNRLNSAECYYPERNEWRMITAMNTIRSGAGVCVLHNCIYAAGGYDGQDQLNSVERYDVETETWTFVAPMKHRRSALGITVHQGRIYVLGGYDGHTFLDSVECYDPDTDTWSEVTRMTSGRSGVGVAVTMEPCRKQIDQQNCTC
Wnt act = Wnt/beta-catenin pathway activation. Wnt/beta-catenin reporter cell assay, activator, plate reader. activation, % at 9.35 µM. hit rate 1.2% among 300,000; in the data active = activation above about 30%, passing the limit was not always enough; inconclusive = no clear call, values can overlap the other calls;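 also: 0% = neutral control wells and 100% = positive control wells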
MOR-DOR ag = agonists of human mu-delta opioid receptor heterodimerization; P35372+P41143; cells, OPRM1-OPRD1 heterodimerization, luminescence; activation, % at 9.3 µM; hit rate 0.3% among 340,000; AID 504326; in the data active = activation above about 18%;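 also: 0% = vehicle-treated cells and 100% = reference agonist; values of inactives mirror those of a sister screen read the other way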
cardiac RTF act = cardiac RTF calcium sensitization; hit rate 0.24% among 340,000; IANBD-labeled TnC RTF fluorescence at EC20 calcium; 0% EC20 calcium, 100% full calcium; P19429+P45379; AID 493008; activation, % at 7.2 µM;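 active = activation above the mean over all tested compounds plus 3 SD, cut at about 30% in these data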;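 also: rise in fluorescence read as greater calcium sensitivity of cardiac thin filaments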
Starred values were filed as active, the others as inactive; ? = inconclusive; · = no result given.

(1) O=C(CC1CCCCC1)Nc1ccccc1-c1ccccc1
(2) C/C(=N\NC(=O)c1ccccc1)c1ccc(C)c([N+](=O)[O-])c1
(3) FC(F)(F)c1nc(-c2cccs2)ncc1-c1nnnn1-c1ccc(Cl)cc1
(4) COc1ccc(-c2cc(-c3nnc(COC(=O)C4CC4C)o3)c3ccccc3n2)cc1OC (centres undefined)
(5) Cc1ccc2nc(-c3ccc(N4C(=O)CC(N5CCN(CCO)CC5)C4=O)cc3)sc2c1 (centres undefined)
(6) CCN(CC(=O)Nc1c(F)cccc1F)C(=O)Cc1ccc2c(c1)CCC2
assay / compound,1,2,3,4,5,6
OPRM1-OPRD1 inv,-32,7,-31,5,1,-12
C-LANA FP,0.0,1.7,-0.5,0.6,-2.3,1.2
RTF Ca sens inh,4,-3,-7,8,-39,2
V-ATPase pH,1,4,-1,-3,7,-3
Pemphigus Ab inh,86,·,102,79,100,116
Arrestin-AP2 inh,24,1,-3,27,2,-3
Keap1-Nrf2 PPI,0,-5,1,-1,0,-3
Wnt act,-2,4,·,-4,?,-3
MOR-DOR ag,4.8,-1.5,5.1,-0.9,-0.2,1.9
cardiac RTF act,1,3,-3,-16,-3,4

(7) CCc1nnc(NC(=O)Cc2ccc(S(=O)(=O)N3CCCCC3)cc2)s1
(8) NNC(=O)c1ccc(COc2cccc3ccccc23)cc1
(9) CCOc1ccc(-n2cc(C(=O)c3cc(Cl)ccc3O)cc(C#N)c2=O)cc1
(10) Cc1ccccc1NC(=O)Oc1cccc(OC(=O)c2ccccc2)c1
(11) CCOC(=O)c1ccc2nc(NC(=O)c3ccco3)sc2c1
(12) CC(=O)Nc1cc(S(=O)(=O)Nc2ccc(C)cc2)c(C)cc1C
assay / compound,7,8,9,10,11,12
OPRM1-OPRD1 inv,12,-10,-33,12,5,14
C-LANA FP,0.3,0.8,-0.5,-0.3,0.6,1.4
RTF Ca sens inh,-1,-2,-17,-5,-5,-3
V-ATPase pH,-3,-4,2,-2,2,0
Pemphigus Ab inh,97,127,106,92,106,·
Arrestin-AP2 inh,6,2,7,-8,-2,-5
Keap1-Nrf2 PPI,-6,2,-5,-2,3,-8
Wnt act,2,-1,-11,1,74*,-1
MOR-DOR ag,-3.0,1.8,5.8,-2.4,-0.8,-3.3
cardiac RTF act,1,-2,7,-4,6,-3

(13) CC(C)Oc1ccc(CCc2n[nH]c(=S)n2-c2ccccc2)cc1
(14) Cc1ccccc1N(C(=O)c1csnn1)C(C(=O)NC1CCCC1)c1ccncc1 (centres undefined)
(15) O=C(O)c1cccc(S(=O)(=O)Nc2ccc(Cc3ccncc3)cc2)c1
(16) Cc1c(C(=O)N/N=C/c2cccc(O)c2)nnn1-c1nonc1N
(17) CCN(CC)CCNc1cc(C)nc2c1C(=O)C(=O)C=C2N1CCCCC1
(18) CC(=O)OCC(=O)Nc1ccc(SC(F)F)cc1
assay / compound,13,14,15,16,17,18
OPRM1-OPRD1 inv,-13,7,-3,1,-34,7
C-LANA FP,1.3,-0.6,-1.0,1.3,-0.8,-2.8
RTF Ca sens inh,-1,8,-7,-1,-8,-1
V-ATPase pH,2,2,5,2,0,-5
Pemphigus Ab inh,101,·,95,103,90,102
Arrestin-AP2 inh,-30,22,34,14,15,15
Keap1-Nrf2 PPI,1,2,-3,-3,-7,4
Wnt act,-1,-3,-1,0,4,0
MOR-DOR ag,2.5,-1.0,0.6,-0.2,6.3,-1.4
cardiac RTF act,1,3,6,0,-4,7

Just Pemphigus Ab inh, V-ATPase pH and cardiac RTF act, for two of the compounds above:
entry	SMILES	Pemphigus Ab inh	V-ATPase pH	cardiac RTF act
13	CC(C)Oc1ccc(CCc2n[nH]c(=S)n2-c2ccccc2)cc1	101	2	1
14	Cc1ccccc1N(C(=O)c1csnn1)C(C(=O)NC1CCCC1)c1ccncc1 (centres undefined)	·	2	3

Additional results:
(19) O=C(NC1CCN(Cc2ccccc2)C1)c1cc(COc2ccc(F)cc2F)on1 (centres undefined)
(20) COc1ccc(-c2nn(-c3ccccc3)cc2C(=O)NC(=S)Nc2cc(Cl)ccc2Cl)cc1
(21) O=C(O)c1cc(C(=O)C2CC2)c[nH]1
(22) CCN(CC)CCn1c2c(c(SCC(=O)Nc3nc4ccc(C)cc4s3)nc1=O)CCC2
(23) COc1ccccc1C(=O)Nc1ccc(S(=O)(=O)N2CCOCC2)cc1
(24) CCO[C@@H]1OC(C(N)=O)=C[C@H](C(C)(C)C)[C@H]1CCCO
assay / compound,19,20,21,22,23,24
OPRM1-OPRD1 inv,-15,10,9,16,4,8
C-LANA FP,-0.8,0.0,0.1,1.9,-0.5,4.1
RTF Ca sens inh,-8,-5,9,-19,-2,-9
V-ATPase pH,0,-2,1,5,0,3
Pemphigus Ab inh,126,100,97,105,·,96
Arrestin-AP2 inh,1,12,2,-12,-5,5
Keap1-Nrf2 PPI,-5,-1,1,-3,-2,6
Wnt act,-10,-7,-3,-2,·,-2
MOR-DOR ag,2.0,-1.8,-1.6,-3.3,-0.9,-1.4
cardiac RTF act,3,4,-4,10,-5,-2

(25) COc1ccc(C(=O)Nc2ccc(C(F)(F)F)n(C)c2=O)cc1
(26) Cc1nc2nc(C)n(CCN3CCOCC3)c(=O)c2c(-c2cccc([N+](=O)[O-])c2)c1C(=O)CCCCCCCCCCN1CCC(c2ccccc2)(c2ccccc2)CC1
(27) C/C(Cc1ccccc1)=N\NC(=O)CNC(=O)c1ccc(Br)cc1
(28) Cc1onc(-c2ccncc2)c1C(=O)O
(29) COc1ccc(CNc2nc3nc4c(c(=O)n3[nH]2)CCC4)cc1
(30) CC1Cc2ccccc2N1S(=O)(=O)c1cccc(C(=O)N2Cc3ccccc3CC2C(N)=O)c1 (centres undefined)
assay / compound,25,26,27,28,29,30
OPRM1-OPRD1 inv,6,-113,4,12,8,8
C-LANA FP,2.3,0.0,0.1,0.0,1.3,-1.1
RTF Ca sens inh,-3,0,8,4,-2,-6
V-ATPase pH,3,0,2,0,-2,0
Pemphigus Ab inh,108,93,92,108,92,·
Arrestin-AP2 inh,-4,-12,12,-7,9,3
Keap1-Nrf2 PPI,-4,1,0,-2,1,-2
Wnt act,63*,-6,-4,·,·,13
MOR-DOR ag,-0.8,26*,-0.5,-2.2,-1.6,-2.0
cardiac RTF act,-3,0,-1,3,4,-1

Five entries from above, arranged by molar mass, low to high:
(21) O=C(O)c1cc(C(=O)C2CC2)c[nH]1
(18) CC(=O)OCC(=O)Nc1ccc(SC(F)F)cc1
(29) COc1ccc(CNc2nc3nc4c(c(=O)n3[nH]2)CCC4)cc1
(6) CCN(CC(=O)Nc1c(F)cccc1F)C(=O)Cc1ccc2c(c1)CCC2
(23) COc1ccccc1C(=O)Nc1ccc(S(=O)(=O)N2CCOCC2)cc1
assay / compound,21,18,29,6,23
OPRM1-OPRD1 inv,9,7,8,-12,4
C-LANA FP,0.1,-2.8,1.3,1.2,-0.5
RTF Ca sens inh,9,-1,-2,2,-2
V-ATPase pH,1,-5,-2,-3,0
Pemphigus Ab inh,97,102,92,116,·
Arrestin-AP2 inh,2,15,9,-3,-5
Keap1-Nrf2 PPI,1,4,1,-3,-2
Wnt act,-3,0,·,-3,·
MOR-DOR ag,-1.6,-1.4,-1.6,1.9,-0.9
cardiac RTF act,-4,7,4,4,-5

Going on with the list:
(31) CC(C)(CNC(=O)Cc1ccc(Cl)cc1Cl)N1CCCCC1
(32) COC(=O)/C(N=Nc1cccc(C(F)(F)F)c1)=C(\C)O
(33) COc1ccc(CN(C(=O)Cn2nnc3ccccc32)C(C(=O)NC(C)(C)C)c2ccco2)cc1 (centres undefined)
(34) CCOC(=O)c1sc(NC(=O)Nc2ccc(F)cc2)nc1C
(35) CCOc1ccccc1N1CC(C(=O)NNC(=O)c2cc(OC)c(OC)c(OC)c2)CC1=O (centres undefined)
(36) Cc1ccc(N2CC(C(=O)Nc3ccc4c(c3)OCCO4)CC2=O)cc1C (centres undefined)
assay / compound,31,32,33,34,35,36
OPRM1-OPRD1 inv,0,-10,18,-39,5,-2
C-LANA FP,0.3,-1.1,1.2,-0.3,-0.5,0.2
RTF Ca sens inh,-32,-48,-6,-7,-5,-1
V-ATPase pH,2,4,0,1,0,0
Pemphigus Ab inh,·,103,96,131,96,108
Arrestin-AP2 inh,-22,-1,0,38,25,2
Keap1-Nrf2 PPI,-4,-1,-2,-3,4,5
Wnt act,0,·,·,-2,2,-4
MOR-DOR ag,-0.1,1.8,-3.6,7.1,-1.3,0.3
cardiac RTF act,-2,-6,-5,-5,1,7

(37) Cc1ccc(C)c(NC(=O)CN(C)C(=O)c2ccccc2OCc2ccc(Cl)cc2)c1
(38) CC1CCN(c2oc(-c3ccco3)nc2S(=O)(=O)c2ccccc2)CC1
(39) CC(=O)c1cn(CCOc2ccc(F)cc2)c2ccccc12
(40) COc1ccccc1-c1cc(C(=O)Nc2cccnc2Cl)no1
(41) CCOc1ccc(S(=O)(=O)N2CCCCC2)cc1NC(=O)c1ccccc1
(42) CC(C)(C)c1ccc(C(=O)N2CCCC2c2cccs2)cc1 (centres undefined)
assay / compound,37,38,39,40,41,42
OPRM1-OPRD1 inv,7,3,8,-1,21,-52
C-LANA FP,-0.4,0.2,0.7,-0.8,1.2,-2.4
RTF Ca sens inh,12,-8,-4,-12,-6,-2
V-ATPase pH,3,-1,-1,-2,1,-1
Pemphigus Ab inh,99,·,106,·,102,102
Arrestin-AP2 inh,4,1,39,3,-5,-9
Keap1-Nrf2 PPI,-1,-15,1,-1,-1,-5
Wnt act,-1,2,-3,2,-5,-2
MOR-DOR ag,-1.1,-0.4,-1.6,0.2,-4.0,8.2
cardiac RTF act,-11,-8,-5,-2,-9,-5

(43) Cc1cc(NCCN2CCOCC2)n2ncc(-c3ccccc3)c2n1
(44) CCN1CCN(c2ccc(NC(=O)COc3ccc(Cl)cc3C)cc2)CC1
(45) COc1ccc(NC(=O)CN2CCN(CC(=O)Nc3ccccc3F)CC2)c(OC)c1
(46) O=C(N/N=C/c1cc(Br)ccc1O)Nc1ccccc1
(47) Cc1cccc(Nc2c([N+](=O)[O-])ccc3nonc23)c1C
(48) O=C(NCCc1ccccc1)C1CCN(S(=O)(=O)N2CCCC2)CC1
(49) CCOC(=O)c1sc(NC(=S)NC(=O)CC(C)C)cc1C
(50) O=C(O)C1C2C=CC(O2)C1C(=O)Nc1ccccn1 (centres undefined)
assay / compound,43,44,45,46,47,48,49,50
OPRM1-OPRD1 inv,11,5,16,-24,-41,11,-19,0
C-LANA FP,-0.6,0.1,-1.0,-0.9,0.7,-0.7,-0.9,0.9
RTF Ca sens inh,-9,0,-3,-1,-6,-8,5,-13
V-ATPase pH,2,0,0,-1,0,0,0,3
Pemphigus Ab inh,·,104,109,97,102,98,·,90
Arrestin-AP2 inh,-4,-5,-6,1,4,7,1,15
Keap1-Nrf2 PPI,0,1,-6,1,6,2,-3,1
Wnt act,-3,-3,·,6,1,-2,18,-1
MOR-DOR ag,-2.4,-1.3,-3.8,3.9,8.7,-2.0,3.1,-0.1
cardiac RTF act,0,6,-4,-2,-1,-3,0,3

Screens as filed in PubChem.
